Source: PubChem BioAssay
Vc quorum ag: induces V. cholerae light production without autoinducers. V. cholerae BH1578 lux reporter, luminescence, 6 h. activation, % at 18.7 µM. 350,000 tested, 0.16% active; in the data active means activation mostly above about 9.7%, no sharp cut-off; further: not every result past the cut was called active; inactives centre near 0; reference of the scale not given here
PfHsp40 yeast: restores yeast growth despite PfHsp40 toxicity | 340,000 tested, 0.68% active | S. cerevisiae expressing PfHsp40, growth rescue, ATP luminescence | AID 504582 | growth rescue, % at 12.5 µM; in the data active means growth rescue above about 28%, passing the limit was not always enough;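 further: yeast W303a lacking pdr1 and pdr3 grown in galactose medium; growth measured after three days at 30 °C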
GDH-TPI inh: counter-screen for M. tuberculosis FBA inhibitors: GDH-TPI coupled enzymes; GDH-TPI coupled enzyme counterscreen, NADH absorbance; inhibition, % at 4.8 µM; 360,000 tested, 1.2% active; in the data active means inhibition above about 30%;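 further: 0% = DMSO wells and 100% = wells lacking the enzyme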
FBA Mtb inh: Mtb fructose-bisphosphate aldolase inhibition. P9WQA3. purified M. tuberculosis FBA, fluorescence read-out. inhibition, % at 1 µM. 360,000 tested, 2.3% active. AID 588726; in the data active means inhibition above about 27%;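 further: 0% = vehicle and 100% = reference inhibitor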
Mtb BioA inh: inhibitors of Mycobacterium tuberculosis BioA enzyme. AID 602481. 360,000 tested, 0.096% active. purified M. tuberculosis BioA enzyme, plate reader. inhibition, % at 9.99 µM; in the data active means inhibition above about 40%
FadD28 binding: inhibitors of Mycobacterium tuberculosis FadD28 bisubstrate binding | FadD28 bisubstrate probe binding, fluorescence polarization | inhibition, % at 12.5 µM | 360,000 tested, 0.22% active; in the data active means inhibition above about 8.5%, passing the limit was not always enough
Y pestis TopoI: inhibitors of Yersinia pestis topoisomerase I. Y. pestis Topo-I cleavage product accumulation, plate reader. activity, % at 10 µM. 360,000 tested, 0.064% active. AID 504884; in the data active means activity above about 50%, passing the limit was not always enough; further: inactives centre near 2
TcdB GH inh: TcdB glycohydrolase inhibition; 350,000 tested, 0.24% active; TcdB glycohydrolase enzymatic assay, plate reader; P18177; inhibition, % at 9.99 µM; in the data active means inhibition above about 10%
UGM FP inh: inhibitors of M. tuberculosis UDP-galactopyranose mutase; P9WIQ1; purified UGM, fluorescence polarization probe displacement; inhibition, % at 10 µM; 320,000 tested, 0.06% active; AID 504406; in the data active means inhibition above about 10%, passing the limit was not always enough
Starred values were filed as active, the others as inactive; i = inactive; / = not tested or not shown; & = joins results of further samples.

SMILES	Vc quorum ag	PfHsp40 yeast	GDH-TPI inh	FBA Mtb inh	Mtb BioA inh	FadD28 binding	Y pestis TopoI	TcdB GH inh	UGM FP inh
CCOC(=O)Cn1cc(C(=O)C(C)(C)C)c2ccccc21	-1.1	-1.1	-0.6	1.4	/	-0.8	-1.9	-1.1	-1.4
Cc1ccc(S(=O)(=O)NCC(=O)OCc2csc(-c3ccccc3)n2)cc1	-0.4	-0.8	-5.2	-0.4	1.0	-2.6	30.0	/	4.1
COc1cc(CCC(=O)Nc2cc(Cl)ccc2N2CCN(C)CC2)cc(OC)c1OC	-0.2	-0.1	-3.3	0.5	0.1	-1.0	2.1	-0.5	1.0
COC(=O)c1ccc(CSCC(=O)Nc2ccccc2)cc1	-0.3	1.0	-2.9	-0.2	11.6	-2.4	6.0	0.8	2.3
Clc1ccc(CN(Cc2ccccc2)C(c2cccs2)c2nnnn2C2CCCC2)cc1 (stereo unspecified)	i	-1.6	5.8	-2.5	-1.4	-1.3	0.0	/	-1.0
CSc1ccccc1NC(=O)CSc1nnc(Cc2ccccc2)o1	0.6	-0.8	-3.8	2.3	0.7	-0.1	11.2	1.4	-0.4
O=C(O)c1cccc(NC(=O)C2C3C=CC(C3)C2C(=O)OCC(F)(F)C(F)F)c1 (stereo unspecified)	i	-0.4	-0.8	-1.4	-1.9	-0.4	0.8	/	1.6
COc1ccc(CC(=O)NCC2CCCN(Cc3cccc(SC)c3)C2)cc1 (stereo unspecified)	-0.2	-0.2	2.5	0.7	-0.8	-2.9	6.2	1.3	-0.3
CCC(NS(=O)(=O)c1ccc2c(c1)NC(=O)C(C)C(=O)N2)c1cccs1 (stereo unspecified)	i	0.2	3.3	2.5	-3.1	-1.0	-5.6	0.3	3.1
COC(=O)c1c(-c2ccc(OC)cc2)sc2ccc(OC)cc12	6.7	12.9	7.6	-0.3	-0.7	-6.7	12.4	1.8	0.4
COc1ccc(C(CC(=O)O)NC(=O)c2cccs2)cc1 (stereo unspecified)	i	-0.1	10.3	-0.5	-0.2	-2.3	4.9	/	4.0
CC(=O)N1N=C(c2ccco2)CC1c1cc2ccc(C)cc2nc1Cl (stereo unspecified)	-0.3	-0.2	-7.7	1.6	-0.4	-1.6	-2.5	-0.1	3.0
CCOC(=O)c1cccc(NC(=O)COC)c1	i	-1.2	-6.8	-3.3	/	-4.8	-4.5	/	2.2
CN(C)C(CNc1ccc(C(F)(F)F)cn1)c1ccccc1 (stereo unspecified)	-0.3	-1.3	-1.5	0.2	8.1	-3.3	-5.9	-0.4	-2.6
CCCOc1ccc(C2=NNC(=O)CC2)cc1	-0.3	-1.6	9.7	1.6	-1.3	-0.7	3.4	0.5	-2.7
S=C(NCc1ccco1)N1CCN(Cc2ccco2)CC1	-0.8	-0.5	3.4	-5.1	-3.4	-2.6	-8.0	/	-1.3
CN1CCN(CC(=O)Nc2cc(N3CCOCC3)ccc2[N+](=O)[O-])CC1	-0.3	-0.8	8.1	-21.4	/	0.8	-4.0	1.3	2.4
CCC(Cc1ccccc1)NC(=O)C1CCN(c2nn3c(=O)cc(C)nc3s2)CC1 (stereo unspecified)	-0.2	-0.6	-0.9	-1.5	-0.9	-2.3	13.3	-0.1	-0.8
O=C(Nc1cccc(S(=O)(=O)N2CCCCC2)c1)c1ccco1	i	1.4	6.3	7.0	-1.6	-1.2	-8.3	1.3	0.8
O=C(Nc1cccc(F)c1)/C(=C\c1ccco1)NC(=O)c1ccco1	-0.4	-0.1	38.8*	-0.4	0.5	-1.5	-1.2	-0.8	2.3
O=C(Nc1ccccc1)c1nnn(Cc2ccccc2)c1NC(=O)C(F)(F)F	-2.9	0.1	7.5	-0.4	-0.7	0.3	12.6	/	2.2
CSc1ccccc1-c1n[nH]c(=S)o1	-0.2	/	9.2	12.7	/	-2.8	2.8	1.7	/
Cc1ccc(S(=O)(=O)N2C=CC(C(F)(F)F)=NCC2)cc1	-0.4	-0.2	21.3	1.4	-1.6	-1.9	1.7	/	0.3
COC(=O)c1cscc1S(=O)(=O)Cc1ccccc1	-0.2	-2.1	-3.5	0.6	-1.1	1.8	8.0	0.3	-0.5
O=C1CCC(=O)N1CC(O)COc1ccccc1 (stereo unspecified)	-0.6	-0.3	8.1	0.2	0.4	-2.5	11.8	0.7	0.9

(continued)
SMILES	Vc quorum ag	PfHsp40 yeast	GDH-TPI inh	FBA Mtb inh	Mtb BioA inh	FadD28 binding	Y pestis TopoI	TcdB GH inh	UGM FP inh
O=C(OCC#CCSc1nnc(-c2cccc3ccccc23)o1)c1cc2ccccc2o1	0.1	-0.1	-9.0	-0.2	-2.6	-4.0	-0.9	0.3	1.5
CCn1nc(NS(=O)(=O)c2ccc(C)cc2)c2cc3ccccc3nc21	-0.2	10.8	-1.6	-2.1	-0.9	-0.8	-6.8	1.2	3.0
CC(C)n1c(SCC(=O)NC2CC2)nnc1C1CC1	i	1.5	-1.4	-2.4	1.4	0.0	1.8	-0.9	2.1
CCc1ccc(C(O)c2ncc(-c3cccc(OC)c3)[nH]2)cc1 (stereo unspecified)	-0.8	/	3.5	-1.1	2.8	-3.6	8.9	/	/
COc1cccc(C=NNC(=S)NN=Cc2cccc(OC)c2OC)c1OC	i	0.4	28.2	4.6	4.8	-2.0	-1.9	-0.3	/
CC(C)CC1=NN2C(=N)/C(=C\c3coc4ccccc4c3=O)C(=O)N=C2S1	i	-0.8	20.6	5.2	-17.4	5.5	-11.6	/	/
CC(C)CC(C(=O)N1CCc2ccccc2C1)N1C(=O)c2ccccc2C1=O (stereo unspecified)	-3.0	2.0	6.8	1.1	2.0	-0.6	30.2	/	-3.5
CCOC(=O)c1c(NC(=O)COC(=O)CCOc2ccccc2C)sc(C(=O)NC)c1C	-0.3	0.3	4.3	-0.4	1.7	-2.1	-6.4	1.9	0.0
CC(=O)Nc1ccc(S(=O)(=O)Nc2nc3ccccc3nc2Nc2ccc(S(N)(=O)=O)cc2)cc1	-1.7	0.1	10.5	12.1	-1.1	1.6	-4.0	/	-0.6
OC(C#CCN1CCOCC1)c1cccs1 (stereo unspecified)	0.4	-0.1	-2.4	0.2	-0.2	1.4	5.3	/	-0.1
C#C[C@]1(O)CC[C@H]2[C@@H]3CCc4cc(OC5CCCC5)ccc4[C@H]3CC[C@@]21C	0.0	4.0	1.6	-0.3	-4.1&-1.2	-4.3	-3.6	-0.6	-3.3
O=C(CCn1c(=O)c2ccccc2n(Cc2ccccc2)c1=O)NC1CCN(Cc2ccccc2)CC1	-2.3	0.1	-1.6	-3.2	/	-3.5	6.8	0.8	1.3
Cc1c(C(=O)N2CCN(S(=O)(=O)c3ccccc3)CC2)oc2ccccc12	-0.7	/	2.9	0.0	/	-0.7	19.9	-0.7	/
COc1ccccc1CNC(=O)c1ccc(OCc2c(C)noc2C)c(OC)c1	-6.7	-0.5	1.9	-4.1	4.3	-2.3	-5.5	/	1.1
Cc1ccc(NC2CCCN(C(=O)CCc3scnc3C)C2)cc1C (stereo unspecified)	i	-0.4	1.1	-0.8	5.7	-0.2	-0.6	4.8	-0.3
Cc1ccc(Cl)cc1NC(=O)CNC(=O)N1CC(=O)Nc2ccccc21	-2.9	-0.2	5.2	4.8	-1.3	0.1	-3.3	0.6	-1.4
O=C(c1cn(Cc2ccccc2)c2ccccc12)N1CCCCC1	i	-0.6	2.5	2.7	/	-4.2	15.5	3.1	-1.0
Cc1ccc2nc(NC(=O)C3CCCN3C(=O)OC(C)(C)C)sc2c1 (stereo unspecified)	-0.2	/	6.0	0.1	/	-3.6	9.3	1.6	-2.6
COCCN1C(=O)N[C@@H](c2cccc(C(F)(F)F)c2)C(C(=O)OC)=C1C	i	-0.7	2.6	5.0	-4.9	0.4	-3.6	/	1.2
C=C1C(=O)[C@]23C[C@H]1CCC2[C@@]1(C)C(C[C@@H]3O)[C@](C)(C(=O)O)C[C@H](O)[C@@H]1O (stereo partly specified)	/	/	/	-1.7	-1.8	-0.5	/	1.1	/
Cc1ccc(S[C@@H](CCN2CC[C@H](C)CCC2=O)c2ccccc2)cc1	i	3.7	2.7	2.7	0.4	-13.4	34.6	-1.1	0.8
CC(Sc1nnc(-c2ccncc2)n1C)C(=O)Nc1ccc(N2CCOCC2)cc1 (stereo unspecified)	i	-0.4	10.4	4.8	-1.0	-1.4	-5.9	-0.2	1.8
CCOc1ccc(NC(=O)Cn2cc(C(=O)CC)c3ccccc32)cc1	i	-0.1	-5.9	0.1	/	-1.1	5.4	/	0.0
CCCn1ncc(CN2CCN(Cc3ccc(C)o3)C(CCO)C2)c1C (stereo unspecified)	-0.2	1.2	19.8	-6.8	-3.8	-1.8	2.5	1.2	1.4
CC(C(=O)N1CCc2ccccc21)N1CCN(S(=O)(=O)c2cccc(C(F)(F)F)c2)CC1 (stereo unspecified)	i	2.0	3.2	-3.2	-1.9	-4.2	19.8	-5.3	-1.2

Next part
SMILES	Vc quorum ag	PfHsp40 yeast	GDH-TPI inh	FBA Mtb inh	Mtb BioA inh	FadD28 binding	Y pestis TopoI	TcdB GH inh	UGM FP inh
c1ccc2c(N3CCNCC3)nsc2c1	-1.2	0.3	-8.8	8.4	/	-4.7	-4.8	1.2	-3.8
COc1ccc(N2CCN(C(=O)c3cn(C4CCCC4)c(=O)c4c3c3ccccc3n4C)CC2)cc1	1.3	0.5	12.9	1.1	0.5	0.1	-0.5	/	-1.0
Cc1csc(N(C(=O)Cc2ccccc2F)c2ccccc2)n1	-0.2	-0.9	-2.6	1.5	/	-1.3	3.5	-0.6	0.4
COc1ccc(CCNC(=O)c2cn3ccc(C)cc3n2)cc1OC	i	0.3	-1.6	8.7	/	-0.3	7.5	2.0	0.5
O=S(=O)(Nc1ccc(-n2cnnn2)cc1)c1ccc(F)c(F)c1F	-0.3	-1.7	-6.2	4.7	-1.0	3.0	0.7	2.0	0.7
C=CCN(c1ccccc1)S(=O)(=O)c1cccc(C(=O)NNC(=O)c2ccccc2O)c1	-1.6	92.4*	9.4	-1.3	0.1	-0.8	-2.1	1.2	0.6
CSCCC(NC(=O)c1ccco1)C(=O)NCC(c1ccccc1)N(C)C (stereo unspecified)	i	-1.3	-6.6	-0.1	-0.2	-4.7	-1.6	0.1	-0.1
COc1ccc(S(=O)(=O)N2CCC(C(=O)N3CCC(C(N)=O)CC3)CC2)cc1Cl	-1.0	-0.6	-0.3	1.1	/	-0.7	7.7	-0.5	-1.0
CCC(C)/C=C/C1=CC2=C(Cl)C(=O)C3(C)OC(=O)C(C(=O)C(C)C(C)O)C3C2=CO1 (stereo unspecified)	0.4	-0.2	-3.9	2.4	0.9	0.8	4.7	-2.9	-2.1
Cc1cc(C=O)c(C)n1-c1ccc(Oc2ccc([N+](=O)[O-])cn2)cc1	-0.4	-0.7	13.1	5.2	/	-0.6	-3.8	1.0	-3.7
CC(=O)Oc1ccc2cc(-c3ccccc3)c(=O)oc2c1	i	0.3	6.3	158.0*	0.7	-1.2	-0.7	0.2	-0.3
CCCCN(CC)Cc1ccc(CNC(=S)Nc2cccc(F)c2)o1	i	1.0	-7.5	5.4	-2.1	-0.6	0.2	0.4	2.9
